Bioassay records (PubChem BioAssay)
PLAP activator = activates human placental alkaline phosphatase | 96,000 tested, 1.2% active | P05187 | purified PLAP enzyme, luminescent substrate read-out; stronger effect = higher value | activation fold at 20 µM; in the data active = activation fold above about 2
CYP2C19 inhib = blocks human cytochrome P450 2C19 | 96,000 tested, 21% active | CYP2C19 Supersomes, luciferin-H EGE luminescence, 30 min | inhibition, % at 5 µM | P33261;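 active = CYP2C19 inhibition above a set limit at 5 µM in the primary screen, cut at about 50% in these data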;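 note: plate controls were negative control wells for no effect and 2.5 mM tranylcypromine positive control for full effect; values of inactives mirror those of a sister screen read the other way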
MT1-MMP txn act = activates MT1-MMP transcription; HT1080 MT1-MMP promoter luciferase reporter, luminescence, overnight; stronger effect = higher value; activation factor at 10 µM; 86,000 tested, 0.16% active; AID 750;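 active = activation factor of at least 2 for MT1-MMP transcription at 10 µM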
PTK2B oligo ant = Pyk2 (human) oligomerization antagonism; Q14289; Q293 cells, Pyk2 FERM NanoBiT luminescence; stronger effect = lower value; z-score (the deposit names both 25 µM and 10 µM); 99,000 tested, 0.83% active;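 active = Z-score of -3 or lower, scaled per plate to the spread of control and sample wells; inactive = z-score above -3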;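 note: negative z-score means lost luminescence so less FERM oligomerization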
CD11b adhes inh = blocks human CD11b/CD18 adhesion to fibrinogen; P05107+P11215; K562 CD11b/CD18 adhesion to fibrinogen, ATPlite luminescence; Mn2+ added to activate the integrin; inhibition, % at 10 µM; 93,000 tested, 0.54% active; AID 1497;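 active = primary inhibition of 50% or more at 10 µM, then 40% or more on retest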; note: some results filed as inactive read as strong as hits
Target sequence (P05107 whole entry, looked up, other chains not shown): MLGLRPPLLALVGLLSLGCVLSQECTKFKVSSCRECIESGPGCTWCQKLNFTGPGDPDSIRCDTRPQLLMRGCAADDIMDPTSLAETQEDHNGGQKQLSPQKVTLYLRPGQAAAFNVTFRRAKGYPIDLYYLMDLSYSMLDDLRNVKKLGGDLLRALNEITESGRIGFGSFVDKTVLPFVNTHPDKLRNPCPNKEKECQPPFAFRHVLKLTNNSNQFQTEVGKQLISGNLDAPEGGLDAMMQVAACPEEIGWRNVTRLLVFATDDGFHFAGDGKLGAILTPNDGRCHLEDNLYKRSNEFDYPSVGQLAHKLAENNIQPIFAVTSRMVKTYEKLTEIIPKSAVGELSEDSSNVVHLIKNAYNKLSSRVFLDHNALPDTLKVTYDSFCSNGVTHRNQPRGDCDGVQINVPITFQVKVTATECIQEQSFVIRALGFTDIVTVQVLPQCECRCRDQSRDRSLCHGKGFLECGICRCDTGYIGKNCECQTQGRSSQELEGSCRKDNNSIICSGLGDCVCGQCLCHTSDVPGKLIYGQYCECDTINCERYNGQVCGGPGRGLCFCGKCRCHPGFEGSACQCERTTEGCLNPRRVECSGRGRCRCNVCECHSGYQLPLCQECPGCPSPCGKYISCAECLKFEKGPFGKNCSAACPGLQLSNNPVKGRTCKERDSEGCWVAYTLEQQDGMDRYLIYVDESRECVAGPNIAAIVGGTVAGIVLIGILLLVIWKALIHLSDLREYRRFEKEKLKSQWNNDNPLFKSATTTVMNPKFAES
CYP2C9 inhib = blocks human cytochrome P450 2C9; CYP2C9 Supersomes, luciferin-H conversion, luminescence; P11712; inhibition, % at 5 µM; 96,000 tested, 20% active;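 active = blocking of liver enzyme CYP2C9 beyond about 50% at 5 µM, limit read from the data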; note: values of inactives mirror those of a sister screen read the other way
CYP2C9 activ = increases human cytochrome P450 2C9 activity; P11712; recombinant CYP2C9, luciferin-H conversion, luminescence; stronger effect = higher value; factor 1 = untreated enzyme, 0 = blocked; activation factor at 5 µM; 96,000 tested, 1.4% active;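 active = activation factor of 2 or more for CYP2C9 at a 5 µM dose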;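 note: 0 = sulfaphenazole-blocked wells and 1 = vehicle-only wells; values of inactives mirror those of a sister screen read the other way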
CD11b adhes enh = enhancers of human CD11b/CD18 binding to fibrinogen; P05107+P11215; K562 CD11b/CD18 adhesion to fibrinogen, ATPlite luminescence; activation, % at 10 µM; 93,000 tested, 0.07% active; AID 1499;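 active = 10 µM primary screen giving 50% or more activity, confirmed by 40% or more on retest at that dose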; note: strong numbers were not always called active; reference of the scale not given here
CYP2C19 activ = cytochrome P450 2C19 (human) activation; recombinant CYP2C19, luciferin-H EGE luminescence; stronger effect = higher value; 0 = fully inhibited enzyme, 1 = untreated enzyme; activation factor at 5 µM; 96,000 tested, under 10 active;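 active = activation factor of at least 2 at 5 µM in the primary screen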;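 note: 0 = wells with 2.5 mM tranylcypromine and 1 = vehicle-only wells; values of inactives mirror those of a sister screen read the other way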
Starred values were filed as active, the others as inactive; / = not tested or not shown; & = joins results of further samples.

mol | PLAP activator | CYP2C19 inhib | MT1-MMP txn act | PTK2B oligo ant | CD11b adhes inh | CYP2C9 inhib | CYP2C9 activ | CD11b adhes enh | CYP2C19 activ
Cc1cccn2c(=O)c3cc(C#N)c(=O)n(CCCN4CCOCC4)c3nc12 | 1.6 | 61* | 1.1 | 1.3 | / | 47 | 0.5 | / | 0.4
COc1ccc2c(c1OC)C(=O)OC2CC(=O)c1ccc2c(c1)OCO2 (centres undefined) | 0.9 | 56* | 1.1 | 0.6 | -1 | 42 | 0.6 | -1 | 0.4
COC(=O)c1ccc(C)c(NC(=O)CN2C(=O)c3ccccc3S2(=O)=O)c1 | 0.9 | 30 | 1 | -0.79 | -8 | 83* | 0.2 | -7 | 0.7
O=C(Nc1ccc2c(c1)OCCO2)c1cccc(S(=O)(=O)N2CCOCC2)c1 | 0.8 | 5 | 1.4 | 0.78 | 4 | 5 | 1 | 13 | 0.9
CC(=O)Nc1nnc(SCc2ccccc2F)s1 | 0.9 | 46 | 1.5 | -0.29 | 5 | -16 | 1.2 | -2 | 0.5
CCN(CC)S(=O)(=O)c1cccc(-c2nnc(SCC(=O)NC3CCCC3)n2N)c1 | 0.9 | 20 | 1 | -0.37 | -2 | 8 | 0.9 | -8 | 0.8
Cc1nc(NC(=O)C23CCC(C)(C(=O)O2)C3(C)C)sc1C (centres undefined) | 1.3 | 10 | 1.2 | 0.66 | -14 | -4 | 1 | 5 | 0.9
Cc1cccc(OCc2nc(C)cc(=O)[nH]2)c1 | 0.9 | -2 | 1.2 | 0.85 | 3 | -19 | 1.2 | -3 | 1
O=C(CSc1nc2ccccc2c(=O)n1CC1CCCCC1)N1CCOCC1 | 1.6 | 13 | 1.1 | -1.9 | -4 | 30 | 0.7 | 0 | 0.9
Cc1ccc(C(=O)CC2(O)C(=O)Nc3ccccc32)s1 (centres undefined) | 0.9 | 39 | 1.1 | 0.12 | -6 | -3 | 1 | -4 | 0.6
C=CCNC(=O)C12CC3(C)CC(C)(CC(C)(C3)C1)C2 | 1 | 54* | 1.1 | 1.3 | -33 | 10 | 0.9 | -2 | 0.5
Cc1ccc(C2OCC3(CO)COC(c4ccc(C)cc4)N23)cc1 (centres undefined) | 1.3 | 72* | 1.3 | -0.35 | 4 | 41 | 0.6 | 0 | 0.3
COc1cc2c(cc1OC)C(c1ccc(-c3ccc(Cl)cc3Cl)o1)=NCC2 | 1 | 29 | / | -0.72 | / | 56* | 0.4 | / | 0.7
CSc1nccc(Nc2ccccc2)c1C#N | 0.8 | 59* | 1.2 | -0.21 | -2 | 69* | 0.3 | 2 | 0.4
CCOc1cccc(C2C(C#N)=C(N)Oc3cc(C)n(Cc4ccccn4)c(=O)c32)c1OCC (centres undefined) | 0.9 | -8 | 1.2 | -0.68 | 0 | 13 | 0.9 | 2 | 1.1

Remaining list, next part
mol | PLAP activator | CYP2C19 inhib | MT1-MMP txn act | PTK2B oligo ant | CD11b adhes inh | CYP2C9 inhib | CYP2C9 activ | CD11b adhes enh | CYP2C19 activ
CCSc1nnc(-c2ccccc2NC(=O)CC)c(=O)[nH]1 | 1 | -13 | 1.1 | -0.66 | -19 | 25 | 0.8 | 1 | 1.1
c1ccc(CSCc2cn3ccsc3n2)cc1 | 0.8 | 7 | 1.7 | -0.76 | -17 | 4 | 1 | 0 | 0.9
Cc1ccc(S(=O)(=O)NCc2nnc(SCC(=O)Nc3cccc(C)c3C)n2C)cc1 | 0.9 | -16 | 1 | 0.77 | -7 | 25 | 0.8 | 0 | 1.2
CCC1CCCCN1Cc1nc2c(c(=O)n(C)c(=O)n2C)n1CCC(C)C (centres undefined) | 1.4 | 10 | 1.1 | / | -43 | 14 | 0.9 | -3 | 0.9
O=C(c1cc2cc(Br)ccc2oc1=O)N1CCN(c2ccccn2)CC1 | 1.2 | 9 | 1.2 | 0.92 | -7 | 9 | 0.9 | 1 | 0.9
Clc1ccc(/C=C/c2nc3ccccc3[nH]2)cc1 | 1 | 36 | / | -0.55 | / | 15 | 0.8 | / | 0.6
COc1cccc(CNC(=O)C2CCN(S(=O)(=O)c3ccccc3)CC2)c1 | 0.8 | 11 | 1.1 | 1 | 4 | 0 | 1 | 2 | 0.9
C=CCNC(=O)C1CCN(c2nc(C)cc(-c3ccccc3)n2)CC1 | 1.5 | 82* | 1.7 | -0.59 | -16 | 77* | 0.2 | -2 | 0.2
Cc1cc(NS(=O)(=O)c2ccc(NC(=O)c3cc4ccccc4o3)cc2)nc(C)n1 | 1.4 | 4 | 0.9 | -0.16 | -3 | 31 | 0.7 | -3 | 1
O=C(Nc1cccc2nsnc12)c1cccs1 | 0.8&0.8 | 12&32 | 1.7&1.4 | -0.25&-0.69 | -12 | 2&17 | 1&0.8 | 0 | 0.9&0.7
CC(=O)C(Sc1nc(N2CCOCC2)nc(N2CCOCC2)n1)C(=O)Nc1ccccc1 (centres undefined) | 0.8 | 21 | 1.1 | 0 | -1 | 55* | 0.4 | -3 | 0.8
COc1cc(C2=NOC(C(=O)NCc3ccccn3)C2)cc(OC)c1OC (centres undefined) | 0.9 | 2 | 1.1 | 0.84 | -1 | -12 | 1.1 | -5 | 1
COCCn1c(=S)[nH]c2cc(C(=O)N3CCN(c4ccccc4OC)CC3)ccc2c1=O | 1.2 | 28 | 1.1 | -0.21 | 6 | 46 | 0.5 | -3 | 0.7
O=C(COC(=O)CNC(=O)c1ccc(Br)o1)Nc1ccc2c(c1)OCCO2 | 0.9 | -5 | 1 | 1.7 | -4 | 19 | 0.8 | -3 | 1
S=c1[nH]nc(-c2cnccn2)n1-c1ccccc1 | 0.9 | -8 | / | 0.43 | -5 | -5 | 1.1 | 2 | 1.1

Continuation:
mol | PLAP activator | CYP2C19 inhib | MT1-MMP txn act | PTK2B oligo ant | CD11b adhes inh | CYP2C9 inhib | CYP2C9 activ | CD11b adhes enh | CYP2C19 activ
CC(=O)c1c(C)[nH]c(C(=O)CSc2nc3ccc(C)cc3[nH]2)c1C | 1.7 | 90* | 1.2 | -0.42 | -2 | 94* | 0.1 | -1 | 0.1
COc1cccc(-n2c(SCC(=O)NCCC3=CCCCC3)nc3n[nH]c(C)c3c2=N)c1 | 1.6 | 48 | 1.2 | / | / | 27 | 0.7 | / | 0.5
CCCc1c(O)c2ccccc2n(-c2ccccc2)c1=O | 1 | 31 | / | -0.03 | / | -16 | 1.2 | / | 0.7
CC(=O)c1cccc(OCCN2C(=O)NC(C)(C)C2=O)c1 | 1.2 | 34 | 1 | 0.48 | 4 | 50* | 0.5 | -3 | 0.7
CCCCCCCC(=O)NNC(=O)c1ccc(F)cc1 | 1.7 | 35 | / | 1.7 | / | 6 | 0.9 | / | 0.7
CCOC(=O)c1c(C)nc2sc(C(N)=O)c(N)c2c1-c1ccccc1 | 1 | 5 | / | -0.57 | 2 | 24 | 0.8 | -4 | 1
CCOC(=O)c1cc2c(=O)n3ccccc3nc2n(CCOC)c1=NC(=O)c1ccncc1 | 1.2 | 19 | 1 | 0.39 | -9 | 6 | 0.9 | -1 | 0.8
COc1cc(-c2cn(S(=O)(=O)c3cccc4nsnc34)nc2N)cc(OC)c1OC | 1.8 | 96* | 1.3 | 0.77 | 6 | 88* | 0.1 | -1 | 0
Cc1ccc(OCC(=O)Nc2ccc(-c3nc4ncccc4o3)cc2)cc1 | 1 | 3 | 0.9 | 0.69 | -2 | -7 | 1.1 | 32 | 1
COc1ccc(CN2CCCC2C(=O)Nc2ccc(OC)c(OC)c2)cc1OC (centres undefined) | 1.2 | 54* | 1 | 0.61 | -2 | 50 | 0.5 | -2 | 0.5
CC(=O)OCCCN1C(=O)c2ccc(Br)cc2C1=O | 1.1 | 57* | 1 | -0.06 | 16 | -2 | 1 | 0 | 0.4
O=C(Cn1nnc(-c2ccc(CN3CCOCC3)cc2)n1)NC1CCCCC1 | 1 | 9 | 1.1 | 0.43 | -12 | 25 | 0.7 | -6 | 0.9
Cn1c(=O)c2c(ncn2CC(=O)Nc2cc(Cl)c(Cl)cc2Cl)n(C)c1=O | 1 | 6 | 0.9 | / | -6 | 7 | 0.9 | -2 | 0.9
COc1ccc2c(c1)C(=O)CC(c1ccccc1F)O2 (centres undefined) | 1.2 | 87* | 1.1 | -0.13 | / | -13 | 1.1 | / | 0.1
COc1ccc(CN(Cc2ccncc2)C(=O)CCC(=O)O)cc1 | 1.2 | -4 | 1.1 | 0.72 | -3 | 35 | 0.6 | 0 | 1

(continued)
mol | PLAP activator | CYP2C19 inhib | MT1-MMP txn act | PTK2B oligo ant | CD11b adhes inh | CYP2C9 inhib | CYP2C9 activ | CD11b adhes enh | CYP2C19 activ
Cc1sc2ncnc(SCC(=O)NC3CC3)c2c1C | 1 | 24 | / | -0.79 | -54 | 30 | 0.7 | 0 | 0.8
Cc1cc(C)nc(Sc2nc(Cl)nc(N(c3ccccc3)c3ccccc3)n2)n1 | 1.8 | 67* | / | 0.05 | -3 | 52* | 0.5 | -3 | 0.3
Cc1nnc(NC2=NCCC2)o1 | 0.9 | 5 | 1 | 1.8 | 0 | 4 | 1 | -1 | 0.9
CCSc1nc2c(c(=O)[nH]c(=O)n2C)n1Cc1ccc(Cl)cc1 | 1 | 4 | 0.9 | 0.08 | -3 | 9 | 0.9 | 0 | 1
COc1ccc(S(=O)(=O)N2C3CCC2CC(NC(=O)C2CC2)C3)cc1 (centres undefined) | 1 | 18 | 1.1 | -0.1 | -6 | 4 | 1 | -2 | 0.8
COc1ccc(OC)c(NC(=O)CS(=O)(=O)Cc2nc(-c3ccccc3C)oc2C)c1 | 1 | -11 | 1.1 | / | 21 | 9 | 0.9 | -5 | 1.1
CCNC(=S)NS(=O)(=O)c1ccc(CC)cc1 | 0.9 | -4 | / | -0.18 | / | 15 | 0.9 | / | 1
C=CCNc1nc(-c2ccccc2)nc(-n2ccnc2)n1 | 0.9 | 35 | 1 | -2.9 | 3 | 46 | 0.5 | -2 | 0.7
CCCCN(CCCNC(=O)CN1C(=O)COc2ccccc21)c1ccccc1 | 1.1 | 40 | 1.3 | 0.95 | / | 46 | 0.5 | / | 0.6
COc1cc(NC(=O)C2CCCCC2)c(OC)cc1NC(=O)CCC(=O)NCc1ccco1 | 1.2 | 1 | 1.1 | -0.08 | 16 | 6 | 0.9 | -7 | 1
CCC(C)NC(=O)CS(=O)Cc1nc(-c2cccc(OC)c2)oc1C (centres undefined) | 1.3 | 14 | 1.1 | / | -6 | 17 | 0.8 | -2 | 0.9
CCN1CCc2c(C#N)c(NCc3ccccc3)nc(NCCO)c2C1 | 1 | 9 | 1.1 | 0.55 | -3 | 36 | 0.6 | 0 | 0.9
O=C1OCC(Cn2c3ccccc3c3ccccc32)O1 (centres undefined) | 0.8 | 38 | 1 | 0.3 | -16 | -2 | 1 | 1 | 0.6
Nc1c(-c2ccc(Cl)cc2)nnn1-c1ccccc1 | 0.8 | 17 | 1.7 | 0.31 | -28 | -23 | 1.2 | -3 | 0.8
COc1ccc(Nc2ncnc3c2cnn3Cc2ccccc2)cc1OC | 1.1 | 84* | 1 | -2.8 | 8 | 73* | 0.3 | -6 | 0.2

The listing continues:
mol | PLAP activator | CYP2C19 inhib | MT1-MMP txn act | PTK2B oligo ant | CD11b adhes inh | CYP2C9 inhib | CYP2C9 activ | CD11b adhes enh | CYP2C19 activ
COc1ccc(C2=CC(c3ccc(OC)c(OC)c3)n3nnnc3N2)c(OC)c1 (centres undefined) | 1.6 | 90* | 1 | -1.1 | 12 | 97* | 0 | 0 | 0.1
CCOC(=O)C(=O)/C(=C\N(C)C)c1onc(-c2c(F)cccc2Cl)c1C(=O)OC | 1.2 | 48 | / | 0.01 | -2 | 58* | 0.4 | -5 | 0.5
CSc1c[n+]2c(n1C)CCC2 | 1 | -7 | 1.1 | 0.18 | 12 | -5 | 1 | -1 | 1.1
CCc1cc(=O)oc2c(CN3CCCC3)c(O)c(Cl)cc12 | 1.1 | -14 | 1.1 | 1.2 | 0 | -20 | 1.2 | 0 | 1.1
